Source: PubChem BioAssay
Pf apPOL inh: Pf-apPOL DNA polymerase inhibition; Recombinant Pf-apPOL, molecular beacon fluorescence, 1.5 h; AID 1794808; inhibition, % at 10 µM; hit rate 0.25% among 210,000
mHTT CaM bind: inhibitors of human mutant huntingtin-calmodulin interaction | inhibition, % at 15 µM | hit rate 3.6% among 190,000 | AID 1671202 | P42858 | AlphaScreen His-mHTT/GST-CaM binding, luminescence;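 further: 0% = both proteins with DMSO and 100% = one protein alone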
* hit, by the source's call; i = inactive; . = no result given; & = joins results of further samples. No stated cut-off is given here; in the data, active means inhibition above about 50%; inactive means the rest. Compounds as they come. About 3.7% of those tested had a hit in this group.

SMILES	Pf apPOL inh	mHTT CaM bind
Cn1c(-c2cccc([N+](=O)[O-])c2)nnc1S(N)(=O)=O	-2	3
CCCc1cc(C2CCCN2Cc2sccc2C)no1 (stereo not drawn)	0	-22
CCCC(O)=C1C(=O)CC(C)(C)CC1=NC(CC)CO (stereo not drawn)	-5	-7
COc1cc(OC)c2c(-c3cccc(-c4cccc(C)c4)c3)cc(=O)oc2c1	-8	-6
COc1cc(OC)c(N2C(=O)CCC2(C)C(=O)NC2CCCC2)cc1Cl (stereo not drawn)	6	-6
CC(C)CC(=O)Nc1cccn2nc(C(C)C)nc12	-1	-5
O=[N+]([O-])c1ccccc1-c1nc(-c2ccncc2)no1	11	12
Cc1cccc(NC(=O)CSc2ncc(-c3ccccc3)[nH]2)c1C	14	45
CCNC(=O)N1CC(C(=O)NC2CC2)C(c2ccccc2OC)C1 (stereo not drawn)	-1	5
NS(=O)(=O)c1ccc2oc3ccccc3c2c1	.	-1
O=C(NCCSC1CCCCC1)c1ccc(F)cc1	-6	-8
Cc1cc(C)n(-c2ccc(S(N)(=O)=O)cc2)n1	-6&-6	-9
Cn1cnc([N+](=O)[O-])c1Sc1nccc(-c2cccs2)n1	-14	.
c1cc2c(cc1-n1nnnc1SCC1CC1)OCO2	4&-12	-24&-25
Cc1ccccc1OCCn1cc(/C=C2\C(=O)NC(=O)N(Cc3ccco3)C2=O)c2ccccc21	-7	19
CCCCCCN1C[C@@H](n2cc(COC(=O)c3ccccc3)nn2)[C@H](O)C[C@@H]1c1ccc(OC)cc1	-1	14
COc1ccc(C(=O)CSc2nnc(-c3ccc4c(c3)OCO4)n2-c2ccccc2)cc1	-1	16
CC1=C(C(=O)OCc2ccccc2)N2C(=O)[C@@H](NC(=O)COc3ccccc3)[C@H]2SC1	-7	-5
Cc1nc2c(oc3ccc(Br)cc32)c(=O)[nH]1	-2	-2
CN1CCN(c2nc3c(c(=O)n(C)c(=O)n3C)n2CC(=O)c2ccc(Cl)cc2)CC1	1	6
Cc1ccnc(NS(=O)(=O)c2ccc(NC(=O)c3ccc(C)c([N+](=O)[O-])c3)cc2)n1	-2	2
CCc1c(C)c2ccc(OCC(C)C)cc2oc1=O	-2	-30
O=C(O)C1C2CCC(C2)C1C(=O)Nc1nc(-c2ccc(F)cc2F)cs1 (stereo not drawn)	4	4
COc1ccc(N2C(=O)CSC2c2ccc(Cl)cc2)cc1Cl (stereo not drawn)	-2	-6
O=C1c2ccccc2C(=O)N1CCc1nc2ccccc2c(=O)n1-c1ccc(F)cc1	-5	3
N#CC(=CNc1ccc(Cl)cc1)S(=O)(=O)c1ccc(Cl)cc1	-14	.
O=[N+]([O-])C=Cc1c(-c2ccc3ccccc3c2)[nH]c2ccccc12	-11	.
COc1ncc(C(=O)N2CCN(c3cc(Cl)ccc3C)CC2)cn1	0	38
N#Cc1ccc(C(=O)N2CCOc3ccccc32)cc1	0	-6
Cc1c(O)ccc2c1OC(=Cc1cccnc1)C2=O	33	6
Cc1ccc(N2CCN(C(=O)Cc3ccccc3)C(C)C2=O)c(C)c1 (stereo not drawn)	0	0
CC(C)(C)c1ccc(OCC(=O)Nc2ccc(S(=O)(=O)N3CCOCC3)cc2)cc1	-2	5
CS(=O)(=O)C(C#N)=Cc1c(-c2ccccc2)nc2n1CCS2	-9	.
O=C(c1cc(S(=O)(=O)N2CCC3(CC2)OCCO3)ccc1F)N1CCOCC1	-3	2
Cn1nc(-c2nc(-c3ccccc3F)no2)c2c1CCN(C(=O)NC(C)(C)C)C2	0	14
COc1ccc(C(C)NC(=O)c2ccc3ncnc(N4CCCC4)c3c2)cc1 (stereo not drawn)	2	3
Cc1ccc(NC(=O)C2CCc3nc(N4CCN(C(=O)C(C)C)CC4)sc3C2)cc1C (stereo not drawn)	-7	7
CC(C)(C)N=C1Nc2ccccc2NC12CCCN(S(=O)(=O)c1cccc(C#N)c1)C2 (stereo not drawn)	-5	46
O=C(Nc1ccc2oc(-c3cc(Cl)ccc3Cl)nc2c1)c1ccc([N+](=O)[O-])o1	2	-3
Cc1ccc(C(=O)NC2CC(C)(C)NC(C)(C)C2)cc1	-1	-4

2 entries drawn at random from the list so far:
SMILES	Pf apPOL inh	mHTT CaM bind
O=C(c1cc(S(=O)(=O)N2CCC3(CC2)OCCO3)ccc1F)N1CCOCC1	-3	2
O=C(Nc1ccc2oc(-c3cc(Cl)ccc3Cl)nc2c1)c1ccc([N+](=O)[O-])o1	2	-3

(further entries)
SMILES	Pf apPOL inh	mHTT CaM bind
O=C1NC(=O)N(c2cccc(Br)c2)C(=O)/C1=C/c1cccs1	-6	1
COc1ccc(NC(=O)CCN2C(=O)c3ccncc3C2=O)cc1Cl	-8	-3
CC(=O)N(c1ccccc1)C1(C(=O)NC2CCCC2)CCCCC1	3	-6
CCCC1CCc2c(sc(NC(=O)C3C4C=CC(C4)C3C(=O)O)c2C(N)=O)C1 (stereo not drawn)	-37	16
Cc1ccccc1-n1nc2c(c1NC(=O)c1cccs1)CSC2	-2	42
CCC(=O)Nc1ccc(C2(C(=O)N3CCOCC3)CCCCC2)cc1	-3	-2
O=C(Nc1nnc(COc2ccccc2)o1)c1cccc(N2C(=O)CCC2=O)c1	-4	3
N/C(=N\OC(=O)c1ccc(Br)cc1)c1ccncc1	-3	i
O=C1Nc2ccc(Br)cc2C(O)(C(=O)NC2CCCCC2)N1c1ccc(Cl)cc1 (stereo not drawn)	-3	12
O=C(Nc1ccc(F)cc1F)C1CC(=O)N(CCc2c[nH]c3ccc(F)cc23)C1 (stereo not drawn)	-2	15
COc1cc2c(cc1OC)C(C(=O)N1CCCC1)C(c1cccs1)N(C)C2=O (stereo not drawn)	4	4
CC(=O)Nc1ccccc1C(=O)C(=O)Nc1ccc(Cl)c(C)c1	-3	9
COc1cccc(NC(=O)Cn2nc3c(cc2=O)CN(C(C)=O)CC3)c1	-6	9
Cc1nc2ccccn2c1-c1ccnc(SCC(=O)Nc2ccccc2)n1	1&-5	.
CCOC(=O)CNC(=O)N1CCN(Cc2nc3cccnc3n2-c2ccc(C)cc2)CC1	-1	-1
OCCN1CCN(C2=Cc3ccccc3C2)CC1	5	.
CC(C)(C)CC(C)(C)NC(=O)CSc1nnc(N)s1	.	-2
COc1ccc(N2CCN(C(=O)c3cn4c(n3)CCCC4)CC2)cc1	-6	-4
O=C(NCCC1=CCCCC1)c1ccc2ncnc(N3CCCC3)c2c1	2	-4
COc1ccccc1NC(=O)Cn1ccc2sccc2c1=O	4	0
CCCN1C(=O)Cc2ccccc2C1C(=O)N1CCN(c2ccccc2F)CC1 (stereo not drawn)	2	19
CCCSc1nnc2c(n1)OC(c1ccc([N+](=O)[O-])o1)Nc1ccccc1-2 (stereo not drawn)	-2	45
O=C(CSc1nc2ccccc2o1)Nc1ccc(O)c(C(=O)O)c1	-3	11
CCN1c2ccccc2C(=O)NC12CCN(C(=O)Nc1ccc(OC)cc1)CC2	-6	-3
CCn1c(SC)nc2c(c1=O)SCC2	-6	-10
COc1ccccc1/C=C/C1=NC(=C/c2ccc(OC)c(OC)c2)/C(=O)O1	0	25
O=[N+]([O-])c1ccc(Sc2cccs2)c([N+](=O)[O-])c1	.	64*
CC(=O)NCCc1csc(C2CCN(C(=O)Cc3ccc(C)cc3)CC2)n1	-5	20
O=C(Cn1cc2c(n1)CCCC2)Nc1cc(C(F)(F)F)ccc1Cl	-1	-14
Cc1cc(C2C(C#N)=C(N)N(c3ccc(Cl)c([N+](=O)[O-])c3)C3=C2C(=O)CCC3)c(C)s1 (stereo not drawn)	0	46
COc1cccc(CNC(=O)c2cn3c(n2)CCCC3)c1	-1	-8
CCc1ccc(CNC(=O)CCc2cn(C)c3ccccc23)cc1	-13	28
FC(F)(F)c1cccc(NC(=S)Nc2csc(C(F)(F)F)c2-c2ccccc2)c1	-1	.
COCc1cc(=O)n2c([nH]c3ccccc32)c1C#N	-82	22
CN(C)C(=NS(=O)(=O)c1ccc(Br)cc1)c1ccccc1	-4	1
O=C(Cc1ccc(Cl)cc1)Nc1cccc(C(=O)Nc2nccs2)c1	10	-6
O=C1NC2(CCN(C(=O)C3CCCC3)CC2)Nc2ccccc21	2	4
CSc1nn(-c2ccccc2)cc1C(=O)Nc1ccccc1	-7	.
Cc1cc(OCC(O)CN2CCN(C)CC2)ccc1Cl (stereo not drawn)	-4	-6
O=C(c1noc2c1CCCC2)N1CCN(C2CCCCC2)CC1	-2	-4
CSc1cccc(NC(=O)N2CCc3c(c(COCc4cccc(F)c4)nn3C)C2)c1	-2	22
CC(=O)N1CCC2(CC1)Nc1cccnc1NC2=NCc1ccccc1	-5	1
COc1cccc(NC(=O)Cc2ccc(Br)cc2)c1	-4	-7
COc1ccccc1/C=C/C1=NC(=C\c2ccccc2Cl)/C(=O)O1	-6	6
O=c1[nH]cnc2scc(C3COc4ccccc4O3)c12 (stereo not drawn)	-15	7
C=C(C)c1cccc(C(C)(C)NC(=O)N2CCN(c3ccc(F)cc3)CC2)c1	-7	-8
CCC(C)(C(=O)NC1CCCCC1)N(CC1CCCO1)C(=O)C1CCC(=O)N1 (stereo not drawn)	-2	3
CC(C)Cn1c(=O)c(N2CCN(C(=O)Nc3ccccc3Cl)CC2)nc2ccncc21	-15	1
COc1cccc2cc(C(=O)Nc3ccccc3F)c(=Nc3ccc(C(=O)O)cc3)oc12	-2	-2
O=C(Nc1ccc2c(c1)Cc1ccccc1-2)c1ccco1	-2	5
CCOC(=O)C1=C(C)OC(N)=C(C#N)[C@@H]1c1ccccc1[N+](=O)[O-]	.	5
CCOC(=O)N1CCC(NC(=O)C2CCCN(c3cc(=O)n(C)c(=O)n3C)C2)CC1 (stereo not drawn)	6	-10
CCc1cc(C2CCCN2C(=O)c2cnn3c(C(F)(F)F)cc(-c4ccco4)nc23)on1 (stereo not drawn)	-5	-1
Cc1ncc(CO)c2cc(C(=O)Nc3ccccc3)c(=Nc3ccc(Oc4ccccc4)cc3)oc12	1	5
COc1ccc(CC(=O)N2CCC3(CC2)NC(=O)c2ccc(Cl)cc2N3)cc1	-7	-3
Cc1cc(C(=O)N2CCC(Cc3nc4cccnc4n3CC(C)C)C2)nn1C (stereo not drawn)	1	-1

Next part
SMILES	Pf apPOL inh	mHTT CaM bind
Cc1nn(C)c2c(=O)n(CC(=O)NC3CCCCC3)ccc12	-3	-4
O=C(NCc1ccccc1)c1ccccn1	-1	-5
COCC(=O)N1CCc2c(c(-c3nc(C4CC4)no3)nn2C)C1	-2	0
C=CCNCCCOc1cccc(OCC)c1	-9	2
CC1CCCCC1NC(=O)c1cc(=O)[nH]c2ccc(S(=O)(=O)N3CCCCC3C)cc12 (stereo not drawn)	-11	13
O=C(Cc1ccccc1)Nc1cccc(C(=O)O)c1	-5	3
COc1ccc(Cl)cc1S(=O)(=O)N1CC2CC1CC2NC(=O)c1cccnc1 (stereo not drawn)	-7	25
O=C1C2C3c4ccccc4C(CO)(c4ccccc43)C2C(=O)N1c1ccc(F)cc1 (stereo not drawn)	-5	5

Profiles from above:
Cc1ccc(NC(=O)C2CCc3nc(N4CCN(C(=O)C(C)C)CC4)sc3C2)cc1C (stereo not drawn) is listed with Pf apPOL inh = -7; mHTT CaM bind = 7
Cc1cc(OCC(O)CN2CCN(C)CC2)ccc1Cl (stereo not drawn) is listed with Pf apPOL inh = -4; mHTT CaM bind = -6
Cc1cc(C(=O)N2CCC(Cc3nc4cccnc4n3CC(C)C)C2)nn1C (stereo not drawn) is listed with Pf apPOL inh = 1; mHTT CaM bind = -1

The listing continues.
SMILES	Pf apPOL inh	mHTT CaM bind
COc1cc(NC(=O)CCc2ccccc2)c(C(=O)O)cc1OC	-10	-1
Cn1c(=O)c2[nH]c(NCc3ccccc3)nc2n(C)c1=O	3	5
O=[N+]([O-])c1cc(C(F)(F)F)ccc1Oc1ccc2nonc2c1	0	.
Cc1ccc(NC(=O)Nc2nc(CC(=O)Nc3ccc(F)c(F)c3)cs2)cc1	-2	-1
CC(NC(=O)c1c(O)c2cccc3c2n(c1=O)CC3)c1ccccc1 (stereo not drawn)	-8	40
Cc1ccc(NC(=S)N2CCc3sccc3C2C)cc1Cl (stereo not drawn)	6&-6	.
Cc1ccc(S(=O)(=O)NCCSC2CCCCC2)cc1	8	-14
COc1cc(C2CC(=O)Nc3n[nH]c(C)c32)ccc1OCCc1ccccc1 (stereo not drawn)	3	9

A second format for some results above.
Values run as follows: Pf apPOL inh, mHTT CaM bind
> COc1cc(NC(=O)CCc2ccccc2)c(C(=O)O)cc1OC
 : -10, -1
> Cn1c(=O)c2[nH]c(NCc3ccccc3)nc2n(C)c1=O
 : 3, 5
> O=[N+]([O-])c1cc(C(F)(F)F)ccc1Oc1ccc2nonc2c1
 : 0, .
> Cc1ccc(NC(=O)Nc2nc(CC(=O)Nc3ccc(F)c(F)c3)cs2)cc1
 : -2, -1
> CC(NC(=O)c1c(O)c2cccc3c2n(c1=O)CC3)c1ccccc1 (stereo not drawn)
 : -8, 40

Additional results:
SMILES	Pf apPOL inh	mHTT CaM bind
CCOc1ccc2cc(-c3nnc(Nc4ccc(F)cc4)s3)c(=O)oc2c1	-7	-4
FC(F)(F)Oc1ccc(Nc2n[nH]c(=S)s2)cc1	-5	.
COc1ccc(CC(=O)N2CCCC(c3noc(-c4ccccc4OC)n3)C2)cc1OC (stereo not drawn)	-2	10
O=C1C(=Cc2c(F)cccc2Cl)Oc2cc(O)ccc21	1	3
Cc1ccc(NC(=O)c2cc3n(n2)C(C(F)(F)F)CC(c2ccc4c(c2)OCO4)N3)cc1 (stereo not drawn)	-4	11
CNc1nccc(N2CCC(CC(=O)NCCCN3CCc4ccccc4C3)CC2)n1	-2	23
Cc1ccc(CN2CCCCC2c2nncn2CC2CC2)o1 (stereo not drawn)	0	8
